Source: PubChem BioAssay
S1P4 antag: blocks the human S1P4 receptor | inhibition, % at 4.98 µM | actives 0.26% (n = 220,000) | S1P4-expressing cells, antagonist mode, reporter read-out | O95977; in the data active = inhibition above about 29%;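 also: 0% = wells stimulated with agonist and 100% = vehicle wells without agonist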
BaF3 parental: parental Ba/F3 viability inhibition as JAK2V617F counter-screen | actives 1.1% (n = 220,000) | inhibition, % at 5.6 µM | CellTiter-Glo ATP luminescence;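 active = inhibition above a per-campaign cutoff, the mean inhibition of all tested compounds plus 3 SD, cut at about 27% in these data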;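 also: 0% = DMSO wells and 100% = JAK Inhibitor I control wells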
Ba/F3 V617F tox: reduce viability of Ba/F3 cells dependent on JAK2V617F. Ba/F3 EpoR-JAK2V617F viability, ATP luminescence. actives 1.1% (n = 220,000). inhibition, % at 5.6 µM. AID 1446;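 active = inhibition above the campaign mean plus 3 SD over all tested compounds, cut at about 24% in these data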;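 also: cytokine-independent growth of Ba/F3 cells driven by EpoR plus mutant JAK2; 0% = DMSO-treated cells and 100% = JAK inhibitor I control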
NPY-Y1 PAM-ag: potentiators or agonists of human neuropeptide Y receptor Y1; actives 0.37% (n = 220,000); NPY-Y1 expressing cells, potentiator/agonist activation; P25929; activation, % at 3.6 µM; in the data active = activation above about 33%, passing the limit was not always enough;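 also: cells stimulated with NPY at EC10 then isoproterenol at EC100; 0% = low agonist plus stimulus and 100% = saturating agonist plus stimulus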
NPY2 pot ag: potentiators or agonists of human neuropeptide Y receptor Y2; activation, % at 3.6 µM; actives 0.45% (n = 220,000); P49146; AID 1359; cells expressing NPY-Y2, potentiator/agonist read-out; in the data active = activation above about 27%;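 also: cells stimulated with NPY near EC25 plus isoproterenol at EC100; 0% = vehicle plus submaximal agonist and 100% = vehicle plus saturating agonist; some results beyond the cut were filed as inactive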
Target sequence (P49146 whole entry, looked up): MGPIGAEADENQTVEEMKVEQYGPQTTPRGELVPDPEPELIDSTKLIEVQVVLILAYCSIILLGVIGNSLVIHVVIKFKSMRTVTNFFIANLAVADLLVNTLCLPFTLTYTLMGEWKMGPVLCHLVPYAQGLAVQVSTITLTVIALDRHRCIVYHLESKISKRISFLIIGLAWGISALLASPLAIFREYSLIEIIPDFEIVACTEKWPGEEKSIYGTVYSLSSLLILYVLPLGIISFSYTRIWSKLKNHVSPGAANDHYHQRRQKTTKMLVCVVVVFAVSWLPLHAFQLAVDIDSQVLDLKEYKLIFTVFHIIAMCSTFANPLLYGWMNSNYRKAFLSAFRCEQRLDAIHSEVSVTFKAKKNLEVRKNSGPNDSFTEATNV
p47phox inh: p47phox (human) inhibition; p47phox/p22phox peptide binding, fluorescence polarization, 2 h; actives 0.53% (n = 220,000); P14598; inhibition, % at 24.7 µM;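 active = inhibition above about 30%, limit read from the data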;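 also: 0% = p47phox with labelled peptide and 100% = labelled peptide alone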
Target sequence (P14598 whole entry, looked up): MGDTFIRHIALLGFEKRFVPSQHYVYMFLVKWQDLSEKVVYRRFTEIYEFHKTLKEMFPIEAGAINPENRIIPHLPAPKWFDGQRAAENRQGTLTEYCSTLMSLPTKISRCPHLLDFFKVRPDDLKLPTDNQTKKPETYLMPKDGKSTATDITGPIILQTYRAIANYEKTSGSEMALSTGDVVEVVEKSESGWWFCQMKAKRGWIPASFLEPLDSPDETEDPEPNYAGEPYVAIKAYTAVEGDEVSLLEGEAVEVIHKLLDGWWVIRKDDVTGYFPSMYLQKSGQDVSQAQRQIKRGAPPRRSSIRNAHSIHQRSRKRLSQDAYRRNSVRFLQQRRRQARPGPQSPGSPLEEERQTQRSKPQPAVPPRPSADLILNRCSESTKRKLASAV
S1P4 ag: activates the human S1P4 receptor. O95977. S1P4-expressing cell line, agonist reporter assay. activation, % at 4.98 µM. actives 0.35% (n = 220,000). AID 1509; in the data active = activation above about 11%;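 also: 0% = DMSO vehicle and 100% = reference agonist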
NPY Y1 blocker: antagonists of human neuropeptide Y receptor Y1 | P25929 | HEK293-CNG Y1 cells, membrane potential fluorescence; NPY at EC95, then isoproterenol | inhibition, % at 3.6 µM | actives 1% (n = 200,000);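 active = inhibition above the campaign mean inhibition of all tested compounds plus 3 SD, cut at about 20% in these data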;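 also: 0% = DMSO wells given NPY plus isoproterenol and 100% = isoproterenol alone without NPY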
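System: HEK293 cells with Y1 receptor plus CNG channel / Probe or stimulus: NPY 25 nM then isoproterenol 1 µM plus Ro 20-1724 25 µM / Compound: one concentration, 3.6 µM, in 0.4% DMSO / Schedule: compound incubation 1 h at room temperature, readout 45 min post-stimulation / Measured by: membrane potential fluorescence / Read-out: % inhibition of NPY effect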
CHOP inhibitor: blocks CHOP induction under ER stress | CHO-K1 CHOP-promoter luciferase, tunicamycin-induced, 15-18 h | inhibition, % at 10 µM | actives 3.8% (n = 220,000) | AID 2732;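 active = compounds that reduced the stress-induced luciferase reporter signal by more than about 70% of percent inhibition, limit read from the data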;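 also: 0% = tunicamycin plus vehicle and 100% = wells without tunicamycin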
* = called active by the depositor; x = not tested or not shown.

smiles	Ba/F3 V617F tox	S1P4 antag	CHOP inhibitor	p47phox inh	NPY Y1 blocker	NPY-Y1 PAM-ag	BaF3 parental	NPY2 pot ag	S1P4 ag
O=C(c1ccc(F)cc1)N1CCCCC(Sc2nnc3ccccn23)C1=O (centres undefined)	-3.2	-4.7	-3.6	-7.4	3.2	-4.3	1.5	5.8	-1.0
COc1ccc(Cn2cnc3c4cc(F)ccc4n(C)c3c2=O)cc1	-2.6	2.0	2.5	-16.3	x	-14.2	0.2	-13.5	-0.7
COCCNC(=O)C(=O)NCC1OCCN1S(=O)(=O)c1ccc2c(c1)OCCO2 (centres undefined)	1.2	-17.0	1.5	6.4	x	-3.1	1.6	-4.8	-2.0
O=C(NN=C1CCN(Cc2ccccc2)CC1)c1cc2ccccc2cc1O	-1.6	-6.8	2.0	-1.7	-5.9	10.9	-4.7	-1.7	-0.7
CC(=O)NCCC(=O)Nc1sc2c(c1-c1nc3ccccc3[nH]1)CCCC2	2.0	-20.2	-5.5	-28.0	-3.3	35.5	8.3	14.2	-1.2
OC(COc1ccc2ccccc2c1Br)Cn1ccnc1 (centres undefined)	-1.8	3.3	38.4	-12.7	-2.1	-0.8	8.3	8.0	-0.4
O=c1[nH]nc(SCc2ccccc2)n1C1CC2C=CC1C2 (centres undefined)	1.2	-2.0	6.9	-0.4	x	-12.2	1.5	-25.3	1.8
O=C1Nc2cccnc2Sc2ccccc21	2.4	-10.3	11.8	1.7	-5.8	11.4	-2.5	1.1	2.0
O=C(N/N=C/c1ccsc1)c1cc(O)cc(O)c1	-1.5	-22.9	-17.4	-4.4	1.2	4.9	2.7	-4.3	2.4
C=CCn1c(O)c(C(CC)=NCCN2CCOCC2)c(=O)[nH]c1=O	1.7	5.8	3.0	-7.1	-1.6	1.6	6.0	8.4	-0.1
O=C(Nc1ccc(OC(F)(F)F)cc1)c1[nH]ncc1[N+](=O)[O-]	-1.1	6.0	-5.4	-0.8	-2.4	8.9	6.8	10.0	1.4
COc1cccc2sc(N(CCCN(C)C)C(=O)COc3ccc(Cl)cc3)nc12	1.4	-5.2	24.0	-8.7	6.2	-16.9	5.8	-12.2	-1.1
O=C(O)Cn1c(SCCOc2ccccc2F)nc2ccccc21	-1.2	2.8	-17.0	1.8	-2.7	1.5	3.9	2.6	2.5
COCCNC(=O)c1sc2ncn(CC(=O)Nc3ccc(C)c(Cl)c3)c(=O)c2c1C	-1.3	8.0	15.6	-1.2	6.8	-7.0	-1.7	-1.7	0.7
CCCc1cc(=O)[nH]c(SCC(=O)c2cc(C)n(C)c2C)n1	-3.4	-15.9	16.1	-7.7	2.6	-39.5	2.1	-9.4	-2.5
COc1cc(/C=C(/NC(=O)c2ccccc2)C(=O)Nc2cccc(O)c2)c([N+](=O)[O-])cc1OC	0.1	12.6	34.0	0.1	-2.0	17.0	-3.2	2.3	1.2
COc1ccccc1N1CCN(C(=O)c2ccc(N3CCCC3=O)cc2)CC1	-1.7	-3.1	8.8	-12.2	-1.1	12.0	1.4	-1.1	1.2
CC1Cc2nc(SCC(=O)N3CCCc4ccccc43)n(C)c(=O)c2S1 (centres undefined)	-1.9	-4.7	28.7	-7.1	-1.6	26.2	3.1	-0.2	-1.2
CCNc1nc(NCC)n2c(SCC(=O)c3ccc(C(C)C)cc3)nnc2n1	-0.3	-21.2	20.3	-9.6	1.8	19.7	6.2	14.6	-0.5
O=C(c1ccco1)N1CCN(C(=O)c2ccc(COc3ccc(F)cc3)o2)CC1	-4.8	12.9	30.2	-9.1	-1.0	14.8	-1.6	20.6	-3.1
Cc1ccc(S(=O)(=O)Oc2ccc(C3C4=C(CCCC4=O)OC4=C3C(=O)CCC4)cc2)cc1	-3.7	-13.2	5.9	-6.1	-2.1	11.7	-1.7	-12.1	1.9
O=C(Cn1cnc2ccccc2c1=O)OCC(=O)c1ccc2c(c1)OCCO2	1.8	-6.7	-23.5	-12.7	5.4	-14.7	11.9	3.5	-0.9
Cc1nn(C2CCS(=O)(=O)C2)c(Cl)c1/C=C/C(=O)OCC(=O)c1cc(C)n(-c2ccc(F)cc2)c1C (centres undefined)	1.0	-17.3	56.1	-22.4	-1.3	-19.1	5.5	0.8	-0.5
O=C1C2C3C=CC(C3)C2C(=O)N1c1ccc(-c2nc3ccccc3c(=O)o2)cc1 (centres undefined)	4.5	6.8	4.5	0.0	-0.9	12.3	-0.2	-10.2	0.1
C=CCN(CC=C)C(=S)NC(=O)c1ccc(OC)cc1	-0.9	4.0	-23.9	-3.7	-4.1	-8.8	4.0	-7.1	-0.5
COc1cc(S(=O)(=O)NC2CCCCC2)c(C)cc1C	3.5	-4.8	11.4	-16.3	3.2	1.5	9.8	-3.3	1.3
O=C(O)CSCC(=O)c1ccccc1	-5.0	-12.7	-11.9	-8.2	0.8	-15.6	-3.1	18.6	0.7
O=C(Nc1ccc2nsnc2c1)NC1CCCCC1	-0.8	-19.1	23.0	-9.6	2.4	-8.4	3.8	-11.8	-1.1
CCOc1ccc(C2C(C#N)=C(C)NC3=C2C(=O)c2ccccc23)cc1 (centres undefined)	-0.9	-5.8	30.3	-22.7	6.9	-13.1	4.7	8.5	0.0
COC(=O)COc1cccc2c(=O)n(CC(=O)N3CCC(C)CC3)ccc12	1.5	-0.7	0.0	4.4	x	6.4	-3.9	3.9	-1.0
Cc1ccccc1NC(=O)NCCCN1CCN(C2CCCCC2)CC1	0.7	-0.5	17.0	-2.6	4.0	-11.1	3.8	-8.0	1.1
CCCCNC(=O)CCSc1nc2nc(C)cc(C)n2n1	-2.1	-25.0	19.7	-8.0	4.1	-6.0	2.5	22.3	-1.0
Cc1ccc(NC(=O)/C(C#N)=C/c2cc(C)n(-c3ccc(N4CCOCC4)c([N+](=O)[O-])c3)c2C)c(C)c1	-3.8	-15.9	29.0	-5.8	5.2	-4.6	-1.5	2.7	2.0
N/C(CS(=O)(=O)c1ccccn1)=N\OC(=O)c1ccccc1Cl	0.9	1.8	-4.5	-0.7	x	-3.5	-1.2	5.9	-0.3
O=C1c2ccccc2C(=O)N1CCSc1nncs1	-1.6	-12.1	16.3	-8.2	13.0	-8.9	-1.3	1.5	0.8
COc1ccc(-n2c(SCC(=O)Nc3ccc(C(=O)O)cc3)nnc2-c2cccs2)cc1	6.4	-21.7	16.9	-8.7	2.9	11.0	3.0	-15.4	-2.1
CC(O)(c1ccccc1)C(c1ccccc1)C1CCCCN1 (centres undefined)	3.2	-0.3	-11.0	-0.9	x	-19.6	0.1	-20.7	-1.4
CC(C)OC(=O)/C(C#N)=C/c1cn(Cc2ccccc2)c2ccccc12	5.2	-24.0	22.2	-7.0	4.0	-1.0	8.2	-9.6	1.3
COc1ccc(NC(=O)CCN2CCCC(C)C2)cc1 (centres undefined)	-1.1	-9.3	28.4	-6.5	0.6	-14.9	-0.5	-0.2	-0.5
COc1ccc(-n2c(NC(=O)c3ccc(Br)o3)c(C#N)c3nc4ccccc4nc32)cc1	0.1	-21.2	48.9	-4.2	-9.3	10.4	5.4	0.7	3.3
CCOC(=O)C1CCN(c2c(NCCCN(CC)Cc3ccccc3)c(=O)c2=O)CC1	-4.2	-22.6	2.7	-5.9	-0.7	17.3	-3.2	5.1	0.0
CC1CCCCN1CC(=O)Nc1cc(S(=O)(=O)N2CCOCC2)ccc1N1CCCC1 (centres undefined)	-3.3	-18.7	5.1	-15.5	7.6	22.9	4.6	9.8	1.1
Cc1ccc(NC(=O)C2CCN(S(=O)(=O)c3cccs3)CC2)cc1C	-4.3	-17.2	36.5	-3.9	2.3	-2.5	2.3	-12.6	-2.0
CCN=c1sc(C(=O)OC)cc(=O)n1CC	0.4	-12.8	-14.3	-8.5	-1.8	-8.8	1.6	-12.5	-0.3
O=C(C1CCC(N2C(=O)C3CC=CCC3C2=O)CC1)N1CCCCC1 (centres undefined)	0.0	-18.2	31.4	-10.1	-9.4	-4.9	-0.9	-7.8	-0.1
Clc1ccc(CNC23CN4CN(CN(C4)C2)C3)c(Cl)c1	-0.1	-14.4	-10.9	-5.3	7.2	-2.6	3.1	-7.6	1.0
Cc1ccccc1S(=O)(=O)c1c(C)cc(-c2ccccc2)[nH]c1=O	-2.6	-13.6	-4.3	-13.6	1.2	12.6	5.0	13.2	-1.1
O=C1CC(N2CCN(C/C=C/c3ccccc3)CC2)C(=O)N1Cc1ccc(N2CCCC2=O)cc1 (centres undefined)	-0.4	8.2	26.1	0.1	-8.5	-7.5	5.6	4.0	2.2
Cc1cc(C)n(C(=O)/C(C#N)=N/Nc2cc(Cl)cc(Cl)c2)n1	1.8	-14.3	34.5	-7.9	-2.9	32.2	8.3	25.5	-1.4
CCOc1ccccc1NC(=O)CSc1ccc2nnc(-c3cccnc3)n2n1	2.7	0.8	4.2	-4.1	-5.0	8.3	1.5	-16.8	-3.6

For convenience, part of the list above.
smiles	Ba/F3 V617F tox	S1P4 antag	CHOP inhibitor	p47phox inh	NPY Y1 blocker	NPY-Y1 PAM-ag	BaF3 parental	NPY2 pot ag	S1P4 ag
O=C1CC(N2CCN(C/C=C/c3ccccc3)CC2)C(=O)N1Cc1ccc(N2CCCC2=O)cc1 (centres undefined)	-0.4	8.2	26.1	0.1	-8.5	-7.5	5.6	4.0	2.2
Cc1cc(C)n(C(=O)/C(C#N)=N/Nc2cc(Cl)cc(Cl)c2)n1	1.8	-14.3	34.5	-7.9	-2.9	32.2	8.3	25.5	-1.4
CCOc1ccccc1NC(=O)CSc1ccc2nnc(-c3cccnc3)n2n1	2.7	0.8	4.2	-4.1	-5.0	8.3	1.5	-16.8	-3.6

The list continues:
smiles	Ba/F3 V617F tox	S1P4 antag	CHOP inhibitor	p47phox inh	NPY Y1 blocker	NPY-Y1 PAM-ag	BaF3 parental	NPY2 pot ag	S1P4 ag
O=C(O)CCCC(=O)Nc1ccccc1Br	-4.4	-4.7	-1.6	-0.7	-0.5	-6.8	-2.5	-1.6	0.8
O=C(N/N=C\C=C\c1ccc2c(c1)OCO2)c1cccnc1	-0.4	-6.8	-5.3	9.8	1.5	-24.5	0.3	-10.9	2.8
CC(=O)c1sc(N/N=C\c2ccc(C)cc2)nc1C	1.6	-24.8	41.7	-9.8	-5.5	31.3	4.2	12.6	0.8
COCCn1c(=O)[nH]c(=O)c2c1nc(-c1ccc(-c3ccc(Cl)cc3[N+](=O)[O-])o1)n2Cc1ccccc1	0.1	2.3	40.9	-18.7	11.2	-1.5	7.4	-2.2	0.3
COc1ccc(CC(=O)OCC(=O)NCc2ccccc2Cl)cc1	1.1	2.0	0.8	-2.4	-1.6	-22.0	2.0	-11.7	1.2
O=C(c1ccccc1)N1CCCCCC1	4.2	5.5	-19.1	1.9	-6.5	-25.3	5.7	-7.6	2.3
Cc1ccc(/C=N/NC(=O)Cc2cccs2)o1	-2.9	-11.2	3.9	-8.9	2.7	12.5	1.5	4.1	0.0
O=C(NCc1ccco1)C1CCCN(S(=O)(=O)c2cccc3cccnc23)C1 (centres undefined)	-2.4	-8.1	-21.0	-3.9	3.5	11.3	-0.2	3.7	-0.3
CCOC(=O)N1CCC(NC(=O)CN2C(=O)CSc3ncccc32)CC1	3.5	-8.8	-35.9	-6.2	-2.5	-18.6	6.4	-9.3	-1.0
CCOC(=O)c1c(C(C)(C)C)oc2ccc(O)cc12	-0.2	-6.7	103.9*	-10.3	-8.4	28.6	-0.2	17.9	0.1
